High-throughput results: PubChem BioAssay, Broad Institute
E-selectin induc: E-selectin induction on HUVECs | P16581 | HUVEC E-selectin immunofluorescence imaging; normalized: neutral wells 0, TNF-alpha wells 100 | activation, % at 7.58 µM | hit rate 0.37% among 260,000 | AID 686992;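 active = mean E-selectin-positive cell signal at least 10% of the positive control, reached in at least 60% of replicates, without over 20% cell loss; inconclusive = no rule given, readout overlaps actives, possibly toxicity-flagged; inactive = the rest, including those meeting only one limit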;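 note: in these data hits start at about 27%; measured in HUVEC primary endothelial cells; signal is the percent of cells scored E-selectin positive by PE staining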
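Read-out: % PE-positive cells | Test system: HUVEC | Doses: One compound dose added by pin transfer | Buffer or medium: EGM-2 over gelatin coat | Signal: Immunofluorescence imaging | Benchmarks: TNF-alpha, DMSO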
Casp6 inh: blocks human caspase-6 cleavage activity; P55212; purified caspase-6, Z-VEID-R110 cleavage fluorescence; inhibition, % at 12.5 µM; hit rate 0.53% among 350,000;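 active = mean inhibition across replicates at least about 35%, with every replicate also reaching that limit, limit read from the data; inconclusive = only one of the two criteria met; inactive = neither criterion met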;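 note: 0% = median of neutral control wells and 100% = no fluorescence left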
Target sequence (P55212 24-179 limits assumed): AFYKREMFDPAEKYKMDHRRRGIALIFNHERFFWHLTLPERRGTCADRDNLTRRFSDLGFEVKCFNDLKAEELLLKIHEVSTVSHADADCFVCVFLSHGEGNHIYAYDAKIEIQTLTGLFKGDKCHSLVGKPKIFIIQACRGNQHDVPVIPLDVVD
Target sequence (P55212 194-293 limits assumed): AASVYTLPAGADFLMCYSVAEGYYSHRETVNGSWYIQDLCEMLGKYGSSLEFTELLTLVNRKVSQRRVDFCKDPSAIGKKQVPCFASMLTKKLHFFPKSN
INS-1E GSIS act: primary screen for activators of insulin secretion dependent on glucose, INS-1E cells, GLuc reporter luminescence; INS-1E GLuc reporter insulin secretion, 2-3 h; activation, % at 16.6 µM; hit rate 0.61% among 370,000;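 active = lowest replicate activation of at least 40%, so every replicate reaches that level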;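 note: 0% = median of neutral control wells and 100% = median of IBMX positive control wells; some compounds called inactive have numbers as strong as hits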
Xi reactivation: activators of X-chromosome reactivation in mouse fibroblasts. XiGFP mouse fibroblasts, % GFP-positive cells imaging, 3 d; cells co-treated with 5-aza-dC sensitizer; scaled so ellipticine positive control = 100%. activation, % at 7.58 µM. hit rate 0.055% among 360,000. AID 743238;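 active = mean normalized replicate activation at least 10% and every replicate at or above 10%; inconclusive = only one of the two criteria met; inactive = mean below 10% and not all replicates reach 10%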;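 note: 0% = median of on-plate neutral control wells and 100% = ellipticine 6 µM median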
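System: 68-5-11 XiGFP fibroblast line; Timing: 3 days compound exposure; Compound dosing: one concentration, pinned; Benchmarks: positive control ellipticine, 6 µM final; Buffer or medium: DMEM containing 5-aza-dC.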
DENV2 CPE: DENV2-induced cell death inhibition; hit rate 1.7% among 350,000; AID 651640; DENV2-infected cells, cytopathic effect rescue, plate reader; CPE inhibition, % at 9.99 µM; in the data active = CPE inhibition above about 20%, passing the limit was not always enough; inconclusive = no clear call, values can overlap the other calls; tested in BHK-21 cells;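 note: 0% = median of neutral control wells and 100% = median of positive control wells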
RAD54 branch: inhibitors of human RAD54 branch migration. Q92698. RAD54 Holliday junction branch migration, FAM/BHQ fluorescence. inhibition, % at 10.4 µM. hit rate 0.14% among 360,000. AID 602329;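 active = mean normalized replicate activity at least 40 and at least half of replicates scoring 40 or more; inconclusive = only one of the two criteria met; inactive = mean below 40 and under half of replicates reaching 40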;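 note: 0% = median of neutral control wells and 100% = median of positive control wells; inhibitors cause a drop in the FAM fluorescence signal; in these data hits start at about 50%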
RAD52 anneal inh: inhibitors of human RAD52 DNA annealing; hit rate 0.46% among 360,000; recombinant RAD52 DNA annealing, FRET fluorescence; AID 651710; inhibition, % at 18.7 µM;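 active = every replicate showing at least 50% inhibition; inconclusive = mean inhibition at least 50% but not in every replicate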
Target sequence (P43351 whole entry, looked up): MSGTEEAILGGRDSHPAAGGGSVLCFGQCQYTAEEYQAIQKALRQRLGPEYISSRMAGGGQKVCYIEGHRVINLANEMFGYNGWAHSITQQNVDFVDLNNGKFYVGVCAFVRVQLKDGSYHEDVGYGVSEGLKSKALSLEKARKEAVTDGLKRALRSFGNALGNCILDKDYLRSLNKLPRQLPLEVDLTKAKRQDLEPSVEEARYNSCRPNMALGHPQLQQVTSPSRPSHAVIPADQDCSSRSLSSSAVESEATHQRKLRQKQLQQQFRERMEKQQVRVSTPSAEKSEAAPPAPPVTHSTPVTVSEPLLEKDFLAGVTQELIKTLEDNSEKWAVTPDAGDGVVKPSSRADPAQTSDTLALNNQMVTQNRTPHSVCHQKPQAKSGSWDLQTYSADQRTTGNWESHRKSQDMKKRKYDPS
CFTR F508del cor: correctors of CFTR F508del function in bronchial epithelial cells. activity (quench increase), % at 7.58 µM. hit rate 0.36% among 350,000. CFBE cells, YFP halide quenching; stimulated with forskolin plus potentiator P3; % fluorescence drop versus neutral controls;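 active = mean added fluorescence quench of at least 8% versus neutral control, with both replicates also reaching 8%; inconclusive = only one of the mean or replicate conditions met; inactive = mean below 8% and not both replicates reaching 8%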;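 note: cells transiently co-express mutant CFTR-F508del with the halide-sensitive YFP; corrector assay measuring rescue of mutant channel to the surface after 24 h compound exposure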
Starred values were filed as active, the others as inactive; ? = inconclusive; · = no result given; & = joins results of further samples. No enrichment for hits; overall some 3.7% were active at least once.

SMILES	E-selectin induc	Casp6 inh	INS-1E GSIS act	Xi reactivation	DENV2 CPE	RAD54 branch	RAD52 anneal inh	CFTR F508del cor
COc1ccc(S(=O)(=O)N2CCCCCC2)cc1NC(=O)CCNC(=O)c1ccccc1Cl	0.7	-2.1	-2.8	0.8	3.6	-0.6	-68.6	-1.4
CCc1ccc(NC(=O)c2nc(S(=O)(=O)Cc3ccccc3)ncc2Cl)cc1	-0.2	0.0	2.6	0.8	0.9	9.5	-13.8	2.2
O=C1OC(=O)C2C1[C@@H]1CC[C@H]2O1 (some centres undefined)	2.0	-0.3	-7.5	1.4	-9.3	5.1	0.1	0.4
COc1cccc(CNC(=O)N2CCN(S(=O)(=O)c3ccc(Cl)cc3)CC2)c1	-0.1	-0.6	-17.6	0.0	-5.4	2.9	10.5	-2.7
COC(=O)[C@]12C[C@H](CC(=O)N3CCSCC3)C(=O)N(CCC3=CCCCC3)C1=C[C@H](COCc1ccccc1)O[C@@H]2C	0.0	-1.1	·	0.1	19.9	·	-13.1	0.3
COc1cc(NC(=O)COC(=O)CCc2nc3ccccc3c(=O)[nH]2)cc(OC)c1	-0.3	-0.9	2.7	0.1	-5.8	3.9	-28.3	2.9
Cc1cc(CNC(=O)C2CCC(=O)N(CCc3ccc(Cl)cc3)C2)no1 (centres undefined)	·	0.0	-11.0	0.2	-9.5	-5.3	-4.3	-1.9
CC(=O)Nc1cn(-c2ccccc2)nc1-c1ccccc1	0.6	-1.2	-5.2	0.3	-1.5	·	-7.3	-1.7
Cc1ccc2c(CN(C)Cc3ccc(Cl)cc3Cl)cc(=O)oc2c1	14.2	-0.8	7.6	0.2	-2.0	-6.0	-31.8	2.5
Cc1ccc(C)c(NC(=O)C(=O)NCCCN2CCOCC2)c1	·	-23.6	3.5	0.2	4.8	·	-20.7	-0.4
O=C(C=C(C(=O)c1ccccc1)c1ccccc1)c1ccccc1	-0.3	1.6	-21.4	0.2	0.8	7.0	2.0	-1.7
Cc1ccc(NS(=O)(=O)c2cccc3cccnc23)cc1Cl	0.4	1.7	11.4	0.2	-2.5	-3.2	-7.0	-1.0
CC(OC(=O)c1cccc(S(=O)(=O)N2CCCCC2)c1)C(=O)NC1CCCCC1C (centres undefined)	?	0.2	-24.7	0.0	-1.2	3.4	-10.3	0.3
CC(C)Cn1c(CN(C)Cc2ccccc2)nc2c1c(=O)n(C)c(=O)n2C	·	-1.3	·	0.2	-0.7	6.4	-10.8	1.7
CCN(CC)S(=O)(=O)c1ccc(O)c(C(=O)OCC(=O)N2CCCC2)c1	1.3	4.8	-4.5	-0.1	0.4	8.0	-7.4	0.8
CCC(=O)N1C[C@@H](C)[C@@H](OC)CN(C)C(=O)c2ccc(NC(=O)C3CC3)cc2OC[C@H]1C	-0.2	4.1	31.6	7.2	8.0	0.0	6.6	-0.1
O=C1N[C@@H](c2ccccc2)COCc2cn(nn2)CC[C@@H]1Cc1ccccc1	-0.1	-2.8	27.5	0.0	2.7	·	11.7	·
O=C(Cc1ccccc1)Nc1ccc(NC(=O)c2ccccc2)c(Cl)c1	·	-0.7	-0.2	0.3	1.1	3.2	-20.1	-1.6
NC(=O)CC[C@H](NC(=O)[C@H](Cc1ccccc1)n1c(=O)[nH]c2ccccc2c1=O)C(=O)N1CCC[C@H]1C(=O)O	·	0.2	7.7	·	66.3*	8.1	-9.5	-0.9
Oc1cccc(CCc2ccccn2)c1	-1.3	-0.2	·	0.3	2.7	-3.3	2.6	-0.6
CCCC#Cc1ccc([C@H]2[C@H]3CN(CC4CCOCC4)CCCCN3[C@H]2CO)cc1	1.2	-1.6	18.0	0.4	19.3	-1.8	-9.9	-1.2
COc1ccc(C(C)NC(=O)C2CCCC2)cc1OC (centres undefined)	·	-2.6	6.7	0.0	?	-1.1	-0.8	-0.1
Cc1ccccc1-c1cnc2c(c1)C(=O)N([C@@H](C)CO)C[C@@H](C)[C@@H](CN(C)CC1CC1)O2	0.5	·	-1.6	-0.8	·	·	·	-0.9
O=C(N/N=C/c1ccc2c(c1)OCO2)c1cc(-c2ccc(F)cc2)nc2ccccc12	0.8	-3.1	6.3	0.0	-10.8	8.8	-34.2	1.0
CCC(=O)N(C)C[C@H]1Oc2ncc(C#Cc3ccccc3)cc2C(=O)N([C@H](C)CO)C[C@@H]1C	0.0	2.5	0.6	-1.0	6.6	-6.6	-1.9	-0.4
CCOc1ccc(CC2c3cc(OCC)c(OCC)cc3CCN2C(=O)CN2CCN(C)CC2)cc1OCC (centres undefined)	-0.2	-2.6	-12.1	0.1	-1.7	-6.9&2.1	-8.4	-3.8
COc1ccc(C(=O)C2CCN(CC(=O)Nc3ccc(OC)cc3OC)CC2)cc1	0.3	-0.2	3.7	0.4	-1.4	-10.6	-4.7	1.7
O=C(NCc1cccnc1)c1cc(C2CCCN(C(=O)c3cccs3)C2)on1 (centres undefined)	0.1	1.6	4.7	0.0	-3.5	0.6	2.9	-3.3
CCC(CC)NC(=O)Nc1ccccc1C(F)(F)F	0.0	0.4	3.3	-0.1	-3.3	5.8	-10.6	-1.4
O=C(O)Cn1ncc2ccccc2c1=O	·	-1.5	2.0	0.0	-0.7	·	-10.7	-0.6
CCN(CC)S(=O)(=O)c1cccc(C(=O)N/N=C2\CCCC(=O)C2)c1	-0.4	2.6	3.2	-0.1	0.3	·	-27.6	-0.6
CCCC(=O)N1CCC2(CC1)CN(S(C)(=O)=O)[C@H](CO)c1c2c2ccc(OC)cc2n1C	-0.2	·	26.1	0.3	58.8*	·	·	0.8
Cc1cc(C)nc(SCC(=O)NNC(=O)c2cccs2)n1	·	-2.2	3.3	-0.1	2.5	-6.0	-11.4	0.7
CN(C)CCCNc1ncnc2sc(-c3ccccc3)cc12	-0.8	-26.4	6.1	0.1	6.0	64.4*	67.7*	3.8
CN(C(=O)COc1ccccc1)c1ccc([N+](=O)[O-])cc1	-0.3	-0.2	8.2	-0.1	-3.0	·	-4.4	0.8
COC(=O)C1CC2=C(CCCC2=O)NC1=O (centres undefined)	-1.5	1.2	30.6	0.0	0.6	-1.1	-12.8	0.1
O=S(=O)(c1ccc(OC(F)(F)F)cc1)N1CCCC(N2CCOCC2)C1 (centres undefined)	0.1	-1.3	-7.1	0.0	-6.0	3.7	-6.0	-5.1
COC(=O)C[C@H]1CC[C@@H]2[C@H](COC[C@@H](O)CN2S(=O)(=O)c2ccccc2OC)O1	0.4	·	·	0.0	0.8	5.5	·	1.3
Cc1ccc(S(=O)(=O)N[C@H]2CC[C@@H](CCn3cc(C4CCCC4)nn3)O[C@@H]2CO)cc1	0.2	-2.9	4.8	0.1	-0.2	-19.2	18.6	-4.0
Cc1cccc(Nc2ccncc2S(N)(=O)=O)c1	-0.2	-3.7	-0.8	0.2	0.9	6.7	-4.6	-2.1

Next part, starting with the last two of the part before.
SMILES	E-selectin induc	Casp6 inh	INS-1E GSIS act	Xi reactivation	DENV2 CPE	RAD54 branch	RAD52 anneal inh	CFTR F508del cor
Cc1ccc(S(=O)(=O)N[C@H]2CC[C@@H](CCn3cc(C4CCCC4)nn3)O[C@@H]2CO)cc1	0.2	-2.9	4.8	0.1	-0.2	-19.2	18.6	-4.0
Cc1cccc(Nc2ccncc2S(N)(=O)=O)c1	-0.2	-3.7	-0.8	0.2	0.9	6.7	-4.6	-2.1
CO[C@H]1CN(C)C(=O)c2cc(NC(=O)C3CCC3)ccc2OC[C@@H](C)N(Cc2cccnc2)C[C@H]1C	0.1	-3.5	-12.1	0.4	-6.5	-4.3	1.5	-1.3
Cc1c(C(=O)N2CCCCC2)c(S(=O)(=O)Nc2cccc(Br)c2)c(C)n1C	·	-1.0	·	0.1	6.3	5.1	6.7	2.3
COc1ccc(-c2cc(C(=O)NCc3cccs3)no2)cc1	2.3	0.7	-2.6	-0.1	-8.5	·	-8.0	-0.4
CCOC(=O)C1=C[C@@H](CC)N(S(=O)(=O)c2ccc([N+](=O)[O-])cc2)[C@H]1c1ccccc1	-2.5	-5.1	-36.5	0.2	41.8*	-1.5	-22.0	2.1
Cc1ccc2nc(-c3cccc(-c4cccc(Cl)c4)c3)c(NCc3ccccc3)n2c1	0.3	-1.1	-4.8	-0.1	12.4	9.0	18.4	-0.3
C(=N\n1c2ccccc2c2ccccc21)/c1ccccc1	-1.6	-2.3	9.1	-0.1	·	·	-13.6	·
O=C(C[C@@H]1C=C[C@H](NS(=O)(=O)c2ccc(F)cc2)[C@@H](CO)O1)N1CCN(c2ccccc2)CC1	-0.5	-0.4	4.3	0.6	-1.0	-5.7	-23.7	-3.0
C[C@@H]1CN([C@H](C)CO)S(=O)(=O)c2ccc(-c3ccccc3F)cc2O[C@H]1CN(C)Cc1ccncc1	0.4	-2.2	-27.4	0.4	29.4*	-7.8	14.1	7.5
O=C(N/N=C1\NC(=O)C(CO)(CO)S1)c1ccccc1	·	5.4	-4.3	0.1	5.3	·	-12.4	0.3
O=C(O)C[C@@H]1CC[C@H](NC(=O)CCN2CCCCC2)[C@H](CO)O1	-0.3	-5.2	7.1	0.0	20.1*	·	-2.5	3.4
C[C@@H]1CN([C@@H](C)CO)C(=O)Cc2cc(NS(=O)(=O)c3cn(C)cn3)ccc2O[C@H]1CN(C)C(=O)Nc1ccc2c(c1)OCO2	-4.0	7.7	0.3	0.3	7.6	17.2	-5.6	-1.5
CO[C@H]1CN(C)C(=O)c2ccc(NS(=O)(=O)CC(F)(F)F)cc2OC[C@@H](C)N(C(=O)NC(C)C)C[C@@H]1C	0.3	·	5.6	0.0	·	·	·	0.7
CC(O)(c1cccnc1)c1nc(-c2cccc(F)c2)cs1 (centres undefined)	0.3	0.7	2.4	0.0	10.8	17.3	-5.8	-0.5
O=c1c(Br)c(N2CCOCC2)cnn1-c1ccccc1	1.2	0.8	11.9	0.0	10.1	·	0.1	-2.0
C[C@@H]1CN([C@H](C)CO)C(=O)CCCn2nncc2CO[C@H]1CN(C)C(=O)Nc1cccc(F)c1	0.0	-9.2	-4.1	-0.2	7.1	3.5	-5.3	-1.7
CCOC(=O)c1c(-c2ccccc2)csc1NC(=O)COc1ccc2c(C)cc(=O)oc2c1	·	1.6	·	0.0	1.3	·	-2.7	·
Cc1ccccc1NC(=S)N(CCN(C)C)C(C)c1ccco1 (centres undefined)	3.1	-0.7	10.1	0.0	-3.1	·	-3.9	·
O=C1CN(Cc2cc(=O)oc3cc4c(cc23)CCC4)CCN1	·	-1.7	8.9	0.0	·	-7.7	-9.9	-1.6
CN(C)CCN1C(=O)C(O)=C(C(=O)c2cc3ccccc3o2)C1c1ccc(N(C)C)cc1 (centres undefined)	·	-7.8	0.5	0.9	-9.0	-55.4	-136.5	-1.0
CCN1C=C(C(=O)OC)C(c2cccc(OC)c2OC)C(C(=O)OC)=C1	4.9	-1.3	12.3	0.1	0.1	·	-8.9	-0.6
CCC(=O)Nc1ccc2c(c1)C(=O)N(C)[C@@H]1CC[C@@H](CC(=O)NCc3ccc(OC)cc3)O[C@H]1CO2	0.3	4.6	0.7	0.2	13.3	2.0	11.4	0.1
